H37Rv inhibition: M. tuberculosis growth inhibition, HTS (AID 449762); M. tuberculosis H37Rv growth inhibition, 7H9 media; higher % means a stronger effect; one-dose inhibition, % at 25 µM; IC50 in µM for titrated hits; 0.59% of 330,000 active; in the data active = a potency from the dose series; inconclusive = inhibition above about 70% without an active follow-up result;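 note: bacterial growth assessed after seven days of incubation; strong numbers were not always called active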
Salmonella PhoP GFP: PhoP regulon inhibitors, Salmonella typhi PhoP promoter GFP reporter, confirmatory (AID 1850); Salmonella Typhi PhoP-promoter GFP reporter, fluorescence, 4 h; higher % means a stronger effect; inhibition, % at 50 µM; hits with a dose series show IC50 in µM; 0.33% of 310,000 active; in the data active = a potency from the dose series; inconclusive = inhibition mostly from about 25% at the one dose, without a potency; inactive = the rest, 99 in 100 with inhibition below about 19%;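 note: 0% = induced wells with vehicle and 100% = uninduced wells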
H1N1 NS1A inhibition: NS1A inhibition, H1N1 influenza, cell based functional assay (AID 504329) | NS1A functional cell-based assay, percent inhibition; higher % means a stronger effect | one-dose inhibition, % at 12.5 µM; IC50 in µM for titrated hits | 0.3% of 340,000 active; in the data active = a potency from the dose series; inconclusive = inhibition above about 27% without an active follow-up result; note: strong numbers were not always called active
tuberculosis growth: growth inhibition of non-replicating M. tuberculosis (AID 488890); 0.39% of 320,000 active; Mycobacterium tuberculosis non-replicating, growth inhibition; higher % means a stronger effect; inhibition, % at 25 µM, or IC50 in µM where a hit was titrated; in the data active = a potency from the dose series; inconclusive = inhibition mostly from about 82% at the one dose, without a potency; inactive = the rest, 99 in 100 with inhibition below about 76%;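 note: plate controls were DMSO cells for no effect and high antibiotic wells for full effect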
inhibitors of VEEV: inhibitors of VEEV TC-83 cytopathic effect, confirmation, Vero cells (AID 588727). Vero cells, VEEV TC-83 cytopathic effect inhibition; higher % means a stronger effect. one-dose inhibition, % at 20 µM; IC50 in µM for titrated hits. 0.13% of 350,000 active; in the data active = a potency from the dose series; inconclusive = inhibition mostly from about 14% at the one dose, without a potency; inactive = the rest, 99 in 100 with inhibition below about 12%; note: strong numbers were not always called active
inhibitors of VEEV 10K pilot screen: second read-out of inhibitors of VEEV, no call of its own (marks repeat the call); inhibition, %; measured here: 10K pilot screen inhibition
The depositor's hits bear a star; i = inactive; ? = inconclusive; nt = no result given.

SMILES | H37Rv inhibition | Salmonella PhoP GFP | H1N1 NS1A inhibition | tuberculosis growth | inhibitors of VEEV | others
CCN(CC)C(=O)c1sc(NC(=O)c2cccnc2)c(C(=O)OC)c1C | -10% | -7% | 5% | -18% | 0.2%
O=C(CCN1CCN(CCO)CC1)Nc1ccc(OCc2ccccc2)cc1 | 2% | -15% | -5% | 7% | i
CCc1ccccc1N(C(=O)c1cccs1)C1C=CS(=O)(=O)C1 (configuration not stated) | 13% | 0% | -3% | 10% | i
CCC(C(=O)NC1CCCC1)N(C(=O)Cn1nnc(-c2ccc(C)o2)n1)c1ccc(OC)c(OC)c1 (configuration not stated) | -6% | 9% | 6% | 7% | 0.8%
CCOc1ccccc1/C=C/C(=O)NCC(=O)N1CCC(N(C)C2CCCCC2C)CC1 (configuration not stated) | 10% | -11% | -15% | 17% | 0.3%
COc1ccc2c(c1)CCc1c(C(=O)N3CCOCC3)noc1-2 | 7% | 2% | 3% | 14% | i | inhibitors of VEEV 10K pilot screen=1.8
Cc1ccc(NC(=O)COC(=O)CCc2nc3ccccc3n2-c2ccccc2)c(C)c1 | -9% | -4% | -8% | -11% | 1.9%
OCCN1CCN(c2cc(C(F)(F)F)nc3ccccc23)CC1 | 0% | 4% | -1% | -3% | i
COc1cccc(OCc2ccc(Cl)cc2)c1C#N | -3% | -3% | 9% | 17% | i
Cc1ccccc1NC(=O)CCCn1nc(C)c2c(C)n(-c3ccccc3)nc2c1=O | 0% | 5% | 3% | 4% | i
CN(Cc1ccccc1)c1nc2c(c(=O)[nH]c(=O)n2C)n1C | -7% | 3% | 8% | -3% | 1.4%
Cc1ccc(C(c2nnnn2C(C)(C)C)N(Cc2ccco2)Cc2cccs2)cc1 (configuration not stated) | -4% | 4% | -8% | 8% | i
CN(C(=S)NC(=O)c1ccc(F)cc1)C1CCCCC1 | ? | -1% | 18% | 15% | 0.4%
O=C(COC(=O)CCOc1ccccc1)NCCc1ccccc1 | -1% | 3% | -4% | 57% | i
COc1ccc(Nc2nc(N3CCCC3)nc(N3CCCC3)n2)c(OC)c1 | 0% | 5% | 2% | -5% | 8.5%
Cc1ccc(OCc2ccc(C(=O)N3CCCC3)o2)cc1C | -1% | -7% | 1% | 27% | 2.0%
CC(=NCCCn1ccnc1)c1c(-c2ccccc2)[nH]n(-c2nc3ccccc3s2)c1=O | ? | -4% | 1% | 69% | 7.5%
COc1ccc(N(C)C(=O)c2cn(C)c(=O)c3cc(OC)c(OC)cc23)cc1 | -2% | 4% | -24% | -11% | i
CC(C)c1ccc2c(c1)CCC1C(C)(CN)CCCC21C (configuration not stated) | 16µM* | nt | -7% | ? | i
Cc1ccc(Nc2nc(-c3ccncc3)cs2)cc1 | nt | nt | 2% | nt | i | inhibitors of VEEV 10K pilot screen=4.0
Cc1noc(C)c1S(=O)(=O)Nc1cccc(CO)c1 | -17% | -10% | 8% | -10% | 0.5%
CCCN1C(=O)/C(=c2\sc3nc(=O)c(Cc4ccc(C)cc4)nn3c2=O)c2ccccc21 | 4% | 4% | 6% | 5% | 1.6%
Cc1cc(C2(c3ccc(O)c(C)c3)OC(=O)c3ccccc32)ccc1O | 6% | 1% | -2% | 22% | i
C1CCN=C(Nc2nc3c(s2)CCCC3)CC1 | 0% | -4% | -4% | -1% | i
COc1ccc(Nc2nc(N)c([N+](=O)[O-])c(NCc3ccccc3)n2)cc1 | -5% | 19% | 4% | -1% | 0.8%
The results go on.
SMILES | H37Rv inhibition | Salmonella PhoP GFP | H1N1 NS1A inhibition | tuberculosis growth | inhibitors of VEEV | others
COC(=O)Cn1cc(S(=O)(=O)NCc2ccc(C)cc2)c2cc([N+](=O)[O-])ccc21 | 2% | 5% | 1% | 9% | 0.3%
Cc1cc(C)n(CC(=O)NC2CCCc3c2cnn3-c2ccccc2F)n1 (configuration not stated) | 4% | 1% | 10% | 1% | 3.5%
CCOCCCNC(=S)N1CCCC(c2nc3ccc(C)cc3[nH]2)C1 (configuration not stated) | 2% | 10% | 5% | 26% | 6.5%
O=C(Cn1cnc2c(OCc3ccccc3)ncnc21)NCC1CCCO1 (configuration not stated) | -7% | nt | -5% | -6% | 3.4%
Cc1cccc2c(SCC(N)=O)nc(-c3ccccc3)nc12 | 4% | -7% | -3% | -9% | 0.5%
C=C1CCN(c2ccc(C(=O)NCc3ccc(OC)cc3)cc2[N+](=O)[O-])CC1 | -10% | 19% | 12% | -2% | 4.2%
Cc1ccc(NC(=O)COC(=O)c2cccc(C)c2[N+](=O)[O-])cc1S(=O)(=O)N1CCCCC1 | 8% | nt | -3% | 29% | 2.9%
Cc1cccc(CSc2nnc(-c3ccccn3)n2N)c1 | -7% | 2% | -12% | 41% | 2.6% | inhibitors of VEEV 10K pilot screen=2.8
COc1ccc(-n2c3c(c(=O)[nH]c2=O)C(NC(=O)c2ccncc2)(C(F)(F)F)C(=O)N3)cc1 (configuration not stated) | -4% | -13% | 2% | -2% | i
CCC(C)NC(=O)c1cc2c(=O)[nH]c3ccc(C)cc3c2s1 (configuration not stated) | 4% | 12% | 1% | 0% | i
COc1cc(NC(=S)N2CCN(C/C=C/c3ccccc3)CC2)cc(OC)c1 | -1% | -2% | 8% | -8% | 2.6%
CCN1CCN(C(=O)CN(CC)S(=O)(=O)c2ccc(F)cc2)CC1 | 6% | -13% | -5% | -9% | 1.3%
CCc1ccc2[nH]c(=O)c(CN(CCN(C)C)C(=O)Nc3ccccc3)cc2c1 | -2% | 5% | 14% | 14% | 10%
Cc1cccc2cc(C#N)c(SCC(=O)Nc3ccccc3N3CCOCC3)nc12 | 1% | -7% | -16% | 8% | 2.3%
O=C(Nc1cccc2c1C(=O)NC2=O)c1cccc(N2C(=O)CCC2=O)c1 | 0% | -24% | 2% | -17% | 0.4%
CCC1(CC)Cc2ccccc2-c2nc(CN3CCOCC3)[nH]c(=O)c21 | 52% | -2% | -11% | 53% | 0.6% | inhibitors of VEEV 10K pilot screen=0.0
CCC(C)NC(=O)C1CCC(CNS(=O)(=O)c2ccc3c(c2)CC(C)N3C(C)=O)CC1 (configuration not stated) | -1% | -2% | -7% | 7% | 0.7%
Nc1nnc(SCC(=O)NC2CCCc3ccccc32)s1 (configuration not stated) | -3% | 13% | -15% | 0% | 1.4%
CCCC(=O)Nc1cc(C(=O)O)ccc1Sc1ccc(C)cc1 | -8% | -5% | 1% | 8% | 0.3%
CCc1ccc(S(=O)(=O)NC(=S)NC2CCCCC2)cc1 | 6% | 6% | 3% | ? | 3.3%
CN(C)/C=C(/C(=O)c1ccccc1)S(=O)(=O)c1ccc(Cl)cc1 | -4% | -2% | 0% | -8% | 3.1%
Cc1ccc(-c2csc(N3CCC[C@@H]3C(=O)NCCn3c(C(F)(F)F)nc4ccccc43)n2)cc1 | -3% | 0% | 5% | 43% | 5.6%
CC1=CC(C)(C)N2C(=O)C3(C(C#N)=C(N)Oc4cc(C)oc(=O)c43)c3cccc1c32 (configuration not stated) | 0% | -8% | 2% | 9% | 3.7%
COc1ccc(N2CCN(Cc3nc4c(c(=O)[nH]c(=O)n4C)n3CCCc3ccccc3)CC2)cc1 | -9% | -8% | 13% | -12% | 1.0%
CCCOc1c(Cl)cc(/C=N/O)cc1OCC | 9% | 6% | 1% | 8% | i
Following part.
SMILES | H37Rv inhibition | Salmonella PhoP GFP | H1N1 NS1A inhibition | tuberculosis growth | inhibitors of VEEV | others
Cc1ccc(/C=C2/SC(=S)N(C3CCCCC3)C2=O)o1 | -2% | -10% | 8% | -5% | 1.2%
COc1ccc(C(=O)Nc2ccc(NC(=O)c3ccccc3OC)nc2)cc1 | 6% | 12% | 7% | -5% | 0.7%
CN(CCc1ccccn1)C(=S)Nc1ccc(Cl)cc1Cl | 7% | -9% | -3% | 7% | 1.0%
O=C(c1cccc(-n2cccc2)c1)N1CCN(S(=O)(=O)c2c(F)cccc2F)CC1 | -14% | -8% | -7% | 25% | 5.7%
O=C(OCc1ccccn1)C1CCN(C(=O)c2ccc(Cl)cc2)CC1 | -2% | -1% | -10% | -3% | 0.9%
C[C@H](NC(=O)OC(C)(C)C)c1nnc(SCC(=O)Nc2cccc(Cl)c2)o1 | 10% | 1% | 0% | nt | 4.7%
c1ccc(CCNC2=NCCCS2)cc1 | -10% | 3% | 3% | 8% | 1.0%
CC1=CC2OC3CC4OC(=O)C=CC=CC(C(C)O)OCC(O)C5(C)OC5C(=O)OCC2(CC1O)C4(C)C31CO1 (configuration not stated) | nt | nt | 3% | nt | 6.2%
CC(=O)Nc1ccc(NC(=O)c2ccc(N(C)S(=O)(=O)c3ccc(C)cc3)cc2)cc1 | -11% | -6% | 3% | -11% | 1.7%
CC(=O)CCc1c(C)[nH]c2ccccc2c1=O | 5% | 7% | 0% | -4% | 1.0%
CN1CCN(CCOc2cccc(Cl)c2)CC1 | 1% | 4% | -7% | -28% | 1.1%
CCN(c1ccccc1)S(=O)(=O)c1cc(NC(=O)COC(=O)C2CC2)ccc1Cl | 10% | 4% | 1% | 25% | 3.7%
Cn1c(SCC(=O)Nc2ccc(NC(=O)c3cccc(F)c3)cc2)nnc1-c1ccncc1 | -2% | -1% | -10% | -6% | 2.9%
Cc1ccnc(NC(=O)C2CCN(S(=O)(=O)c3ccc4c(c3)CC(C)N4C(=O)C3CCC3)CC2)c1 (configuration not stated) | 60% | 4% | 3% | 25% | 9.0%

Entries shown so far containing fluorine, in the order listed:
SMILES | H37Rv inhibition | Salmonella PhoP GFP | H1N1 NS1A inhibition | tuberculosis growth | inhibitors of VEEV | others
OCCN1CCN(c2cc(C(F)(F)F)nc3ccccc23)CC1 | 0% | 4% | -1% | -3% | i
CN(C(=S)NC(=O)c1ccc(F)cc1)C1CCCCC1 | ? | -1% | 18% | 15% | 0.4%
Cc1cc(C)n(CC(=O)NC2CCCc3c2cnn3-c2ccccc2F)n1 (configuration not stated) | 4% | 1% | 10% | 1% | 3.5%
COc1ccc(-n2c3c(c(=O)[nH]c2=O)C(NC(=O)c2ccncc2)(C(F)(F)F)C(=O)N3)cc1 (configuration not stated) | -4% | -13% | 2% | -2% | i
CCN1CCN(C(=O)CN(CC)S(=O)(=O)c2ccc(F)cc2)CC1 | 6% | -13% | -5% | -9% | 1.3%
Cc1ccc(-c2csc(N3CCC[C@@H]3C(=O)NCCn3c(C(F)(F)F)nc4ccccc43)n2)cc1 | -3% | 0% | 5% | 43% | 5.6%
O=C(c1cccc(-n2cccc2)c1)N1CCN(S(=O)(=O)c2c(F)cccc2F)CC1 | -14% | -8% | -7% | 25% | 5.7%
Cn1c(SCC(=O)Nc2ccc(NC(=O)c3cccc(F)c3)cc2)nnc1-c1ccncc1 | -2% | -1% | -10% | -6% | 2.9%

High-throughput results: PubChem BioAssay, Southern Research Specialized Biocontainment Screening Center

This is a random part of the collection (roughly 1.4% active in at least one column).
